Bioassay records from PubChem BioAssay.
LYPLA2 inh = LYPLA2 inhibitors, primary screen, counter-screen for PME1 inhibitor project, biochemical, fluorescence polarization, FP-Rh probe ABPP. inhibition, % at 5.9 µM. recombinant LYPLA2. Acyl-protein thioesterase 2 (Homo sapiens), O95372. AID 2177, 2009. hit rate 0.38% among 320,000;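 active = inhibition above the screen-wide mean plus 3 SD, limit set per campaign, cut at about 26% in these data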;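 also: 0% = LYPLA2 with DMSO and 100% = wells lacking LYPLA2 enzyme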
pPAFAH FP inh = pPAFAH enzyme inhibitors, primary screen, biochemical, fluorescence polarization, human. recombinant pPAFAH, FP-rhodamine probe fluorescence polarization. Platelet-activating factor acetylhydrolase (Homo sapiens), Q13093. hit rate 1.5% among 330,000. inhibition, % at 3.39 µM. AID 463082, 2010;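 active = inhibition above the mean inhibition across the screen plus 3 SD, cut at about 25% in these data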;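 also: inhibitors block binding of the rhodamine activity-based probe so polarization drops; 0% = enzyme with DMSO and 100% = wells lacking pPAFAH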
PAFAH2 FP inh = PAFAH2 enzyme inhibitors, primary screen, biochemical, fluorescence polarization, human. Platelet-activating factor acetylhydrolase 2, cytoplasmic (Homo sapiens), Q99487. recombinant PAFAH2, FP-rhodamine activity probe. inhibition, % at 3.39 µM. hit rate 0.99% among 340,000. AID 492956, 2010;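 active = inhibition above the mean over all tested compounds plus 3 SD, cut at about 30% in these data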;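 also: inhibitors block probe labeling of enzyme so polarization drops; 0% = enzyme with DMSO and 100% = wells lacking PAFAH2 protein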
PAD4 inh = human PAD4 inhibitors, primary screen, biochemical, fluorescence polarization, 1536-well format; Protein-arginine deiminase type-4 (Homo sapiens), Q9UM07; recombinant PAD4, RCA probe fluorescence polarization; inhibition, % at 6.36 µM; hit rate 0.41% among 330,000;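 active = percent inhibition above a cutoff equal to the mean of all tested compounds plus 3 SD, cut at about 15% in these data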;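 also: 0% = PAD4 with RCA probe and DMSO and 100% = probe without PAD4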
Target sequence (Q9UM07 whole entry, looked up): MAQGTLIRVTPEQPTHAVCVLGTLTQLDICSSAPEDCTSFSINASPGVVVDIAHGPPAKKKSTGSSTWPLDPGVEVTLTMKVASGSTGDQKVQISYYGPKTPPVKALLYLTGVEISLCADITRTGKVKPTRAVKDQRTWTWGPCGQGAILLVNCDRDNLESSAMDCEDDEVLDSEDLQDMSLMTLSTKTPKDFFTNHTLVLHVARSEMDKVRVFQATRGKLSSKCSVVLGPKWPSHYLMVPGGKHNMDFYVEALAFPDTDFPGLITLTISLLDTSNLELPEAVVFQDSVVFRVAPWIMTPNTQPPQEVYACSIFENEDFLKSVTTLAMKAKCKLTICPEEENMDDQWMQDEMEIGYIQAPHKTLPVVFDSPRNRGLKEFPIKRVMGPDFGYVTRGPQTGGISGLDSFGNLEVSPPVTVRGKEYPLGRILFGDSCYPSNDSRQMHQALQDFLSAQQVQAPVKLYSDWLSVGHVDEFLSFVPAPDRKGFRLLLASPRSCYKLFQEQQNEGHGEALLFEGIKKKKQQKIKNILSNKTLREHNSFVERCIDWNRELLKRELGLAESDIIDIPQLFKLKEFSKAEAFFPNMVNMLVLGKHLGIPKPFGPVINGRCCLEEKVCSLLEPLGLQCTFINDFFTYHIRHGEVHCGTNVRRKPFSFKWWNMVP
PME-1 inh = PME-1 inhibitors via competitive probe labeling, primary screen, biochemical, fluorescence polarization, FP-Rh probe, HTS; Protein phosphatase methylesterase 1 (Homo sapiens), Q9Y570; recombinant PME-1; AID 2130, 2009; inhibition, % at 5.9 µM; hit rate 0.53% among 320,000;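 active = inhibition above the campaign mean of all compounds plus 3 SD, cut at about 26% in these data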;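 also: competitive labeling of PME-1 active site by serine hydrolase directed probe; 0% = PME-1 with DMSO and 100% = wells lacking PME-1 enzyme; inhibitors block probe labeling so polarization falls and inhibition rises; many of its hits are not listed in these tables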
PAFAH1B3 FP inh = PAFAH1B3 enzyme inhibitors, primary screen, biochemical, fluorescence polarization, human; AID 492972, 2010; hit rate 0.28% among 340,000; Platelet-activating factor acetylhydrolase IB subunit alpha1 (Homo sapiens), Q15102; inhibition, % at 3.39 µM; recombinant PAFAH1B3, FP-rhodamine probe;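 active = inhibition above the screen-wide average of all tested compounds plus 3 SD, cut at about 25% in these data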;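 also: 0% = enzyme with DMSO only and 100% = wells lacking PAFAH1B3 protein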
GSTO1 inh = inhibitors of recombinant GSTO1, primary screen, counter-screen for RBBP9 inhibitor project, biochemical, fluorescence polarization. Glutathione S-transferase omega-1 (Homo sapiens), P78417. activity-based probe fluorescence polarization. inhibition, % at 5.96 µM. hit rate 1.1% among 300,000. AID 1974, 2009;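 active = inhibition above the campaign mean inhibition plus 3 SD, cut at about 35% in these data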;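 also: 0% = GSTO1-1 with DMSO and 100% = wells lacking GSTO1-1 enzyme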
PAFAH1B2 inh = PAFAH1B2 enzyme inhibitors, primary screen, biochemical, fluorescence polarization, human; recombinant PAFAH1B2, FP-rhodamine activity probe; inhibition, % at 3.39 µM; hit rate 1.2% among 340,000; AID 492953, 2010;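 active = inhibition above the mean of all tested compounds plus 3 SD, cut at about 24% in these data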;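 also: 0% = enzyme with DMSO and 100% = wells lacking PAFAH1B2; many of its hits are not listed in these tables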
LYPLA1 inh = LYPLA1 inhibitors, primary screen, counter-screen for PME1 inhibitor project, biochemical, fluorescence polarization, FP-Rh probe ABPP; hit rate 0.16% among 320,000; inhibition, % at 5.9 µM; AID 2174, 2009; recombinant LYPLA1;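 active = inhibition above the mean of all tested compounds plus 3 SD, set per campaign, cut at about 14% in these data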;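 also: inhibitors block serine hydrolase probe labeling of LYPLA1 so polarization falls; 0% = enzyme with DMSO and 100% = wells lacking LYPLA1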
Target sequence (O75608 whole entry, looked up): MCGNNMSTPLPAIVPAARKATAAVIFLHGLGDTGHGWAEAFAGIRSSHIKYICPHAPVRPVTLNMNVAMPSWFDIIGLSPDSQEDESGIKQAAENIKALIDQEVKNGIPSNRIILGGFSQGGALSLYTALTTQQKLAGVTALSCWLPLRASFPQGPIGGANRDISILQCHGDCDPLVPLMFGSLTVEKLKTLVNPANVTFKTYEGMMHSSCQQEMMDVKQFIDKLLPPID
Starred values were filed as active, the others as inactive; . = no result given.

SMILES,GSTO1 inh,LYPLA2 inh,pPAFAH FP inh,PAFAH1B3 FP inh,PAFAH2 FP inh,PME-1 inh,PAD4 inh,LYPLA1 inh,PAFAH1B2 inh
O=C(CSc1nc2ccccc2c(=O)n1-c1ccc(F)c(Cl)c1)Nc1cccc(S(=O)(=O)N2CCOCC2)c1,-8.5,-37.6,-0.1,-19.4,-34.6,-31.0,0.1,-19.9,-16.9
COc1ccc(C(=O)/C=C/c2ccccc2)c(OC)c1,-30.5,-0.4,-3.0,4.0,0.0,2.6,-0.7,-1.6,2.9
CCC(C)NC(=O)CCNS(=O)(=O)c1ccc(Br)cc1 (stereo not given),-2.1,3.6,0.7,-4.0,3.2,-3.2,0.2,2.5,13.5
CCNC(=S)N1CCC(NC(=O)C2CCCCC2)CC1,0.5,1.9,4.8,6.8,0.1,-3.4,4.4,3.1,-4.9
N#Cc1cc2c(nc1SCC(=O)N1CCCCC1)CCCC2,-4.3,0.4,-1.3,0.2,7.7,-2.2,-1.5,0.7,6.2
COc1ccc(-n2cc(-c3ccccc3)c3c(=S)nc[nH]c32)cc1,5.4,-0.3,16.5,-3.2,-0.2,3.8,6.8,1.5,0.4
C[C@H](CO)N1C[C@H](C)[C@@H](CN(C)C)Oc2c(NC(=O)c3ccncc3)cccc2C1=O,.,.,-0.7,-4.0,-5.2,.,5.8,.,5.6
Cc1cc(C)n2nc(SCC(=O)Nc3ccc(O)cc3)nc2n1,3.7,-5.0,4.8,4.5,7.4,-1.7,2.3,-0.8,-1.9
COc1ccc(/C=N/n2cncn2)cc1COc1ccc(NC(C)=O)cc1,-1.7,0.5,2.2,5.5,-7.4,-1.3,-2.5,-2.4,2.5
Cc1ccc(CNC(=O)C2CCCN2S(=O)(=O)c2ccc(Cl)cc2)cc1 (stereo not given),-9.6,0.9,3.7,8.3,5.0,-0.6,-5.2,0.0,-2.9
CN(CCC#N)C(=S)Nc1ccc(F)cc1,1.9,5.1,0.2,.,.,1.3,3.1,-1.3,.
Cc1ccc(C(=O)CSc2nnc(CNc3ccc(C)cc3C)o2)cc1,13.1,6.5,3.7,-0.2,1.5,4.2,0.8,-5.3,6.2
CCC1CCCCN1CCCNC(=O)Cn1c2ccccc2c2nc(=O)cc(C)n21 (stereo not given),-1.0,-0.4,5.1,5.5,2.0,-2.2,4.2,0.7,1.7
CCOC(=O)C(CCCCCCC(NC(C)=O)(C(=O)OCC)C(=O)OCC)(NC(C)=O)C(=O)OCC,14.0,5.4,-0.3,5.9,-4.2,0.5,1.8,1.4,3.6
CC(=O)Nc1ccc(NC(=O)C/C(C)=N/NC(=O)C(=O)Nc2ccc(C)c(Cl)c2)cc1,8.3,-0.2,10.6,1.4,0.7,0.8,-1.5,-2.9,3.3
CN(C)c1nc(OCCNC(=O)COc2ccc(Cl)cc2Cl)nc(N2CCOCC2)n1,-1.0,3.1,-0.5,-1.7,9.2,0.5,-4.1,-6.3,5.0
CC(C)NC(=O)NC(=O)CN1C(=O)NC(Cc2c[nH]c3ccccc23)C1=O (stereo not given),-0.2,3.8,-6.0,3.0,0.2,1.1,-4.3,0.9,6.5
O=C(NC(=S)N(CCc1ccccc1)CCc1ccccc1)c1ccco1,10.1,2.2,3.8,8.6,-1.8,-5.7,-5.8,0.3,4.2
O=C(Cn1ncc2c(=O)oc3ccccc3c21)N(Cc1ccco1)C1CCCCC1,-0.5,0.0,6.7,-5.2,-3.3,-1.4,-0.8,1.9,3.2
O=C1c2cccc3cccc(c23)C(=O)N1CC1CCN(CC(O)COCc2ccc3c(c2)OCO3)CC1 (stereo not given),-2.3,17.8,5.9,-2.4,1.5,-5.5,-5.9,3.0,2.3
CCc1nc2ccccc2nc1N1CCN(S(=O)(=O)c2ccc(Cl)cc2)CC1,-4.9,-3.5,8.7,-7.6,-3.2,-3.2,-0.6,0.0,6.2
CCCC(NCC(=O)Nc1cc(S(=O)(=O)N2CCOCC2)ccc1OC)c1ccccc1 (stereo not given),.,1.6,-0.4,3.6,-3.5,5.3,2.8,-0.5,5.3
CCCn1c(-c2cccc(F)c2)nc2c1c(=O)[nH]c(=O)n2Cc1ccccc1,-4.3,2.0,6.8,6.3,-0.6,0.4,-3.8,-2.8,3.0
CN(C)/C=C/C(=O)c1cnc(-c2ccc(Cl)cc2)s1,-13.5,-5.4,2.6,.,.,0.3,-2.3,-2.2,.
CCOC(=O)c1[nH]c2ccccc2c1NC(=O)c1ccc(S(=O)(=O)N2CCCCC2)cc1,7.4,2.4,-0.5,-4.8,7.6,-5.5,3.3,4.5,-6.3
S=C(NN=C1CCCCCC1)Nc1ccc(Cl)cc1,1.2,0.0,1.1,11.2,-1.9,2.2,3.7,-3.1,2.7
C/C=C(/C)C(=O)Nc1cccc(C2=NOC3(C2)C[C@@H](C(N)=O)N(C(=O)C2(C)CC2)C3)c1 (stereo not given in full),4.4,2.3,2.1,1.6,10.2,-0.8,1.7,0.0,1.1
Cc1cc(Cl)ccc1OCCCC(=O)N1CCOCC1,-1.8,5.5,8.4,4.8,-1.0,-0.5,6.7,4.2,7.4
COc1cccc(N(C(=O)Cn2nnc(-c3cccs3)n2)C(C(=O)NC2CCCCC2)c2ccncc2)c1 (stereo not given),1.0,-0.5,4.6,-1.1,-1.7,-3.5,-1.4,-1.5,2.0
COc1ccc(/C=N/NC(=O)c2ccc3c(c2)OCCO3)c(OC)c1,6.6,-0.1,11.5,12.2,0.0,-0.6,-2.5,4.1,5.1
CCCCC1=CC2=C(c3ccco3)C(=O)C(C)(OC(=O)c3ccc(OC)cc3)C(=O)C2=CN1CCCCO (stereo not given),-2.7,2.2,6.4,8.1,6.5,6.2,-0.7,3.1,9.2
CC(C)(Oc1ccc(Cl)cc1)C(=O)NCc1ccco1,-1.6,-1.7,12.3,1.1,7.0,-5.7,-1.5,-0.5,5.8
CCCCCCCC(=O)O,.,.,-1.3,2.6,-0.8,.,-0.7,.,-0.1
O=C(COc1cccc(C(F)(F)F)c1)Nc1ccc2[nH]ncc2c1,1.4,0.3,4.6,7.4,18.9,-13.5,-4.4,-0.3,4.1
Cc1ccc2c(c1)c(-c1csc(N)n1)c(C)n2C,-3.1,-4.0,3.4,8.8,5.6,-3.5,-22.8,-1.9,0.4
O=C(N/N=C/c1ccc2c(c1)OCO2)c1sc2cccc(Cl)c2c1Cl,1.4,-7.8,2.0,-5.3,-15.3,-7.7,-5.6,-5.9,1.3
COc1cccc(/C=C2\SC(=S)N(NS(=O)(=O)c3ccc(C)cc3)C2=O)c1OC,5.2,0.3,16.0,6.5,32.8*,0.7,-2.8,-1.9,5.4
CCCCSc1nc(O)c(C2OC(=O)c3c2ccc(OC)c3OC)c(=O)n1C (stereo not given),2.8,-2.5,4.6,0.7,7.4,-2.5,0.3,-0.7,2.7
Cc1cc(NC(=O)CSc2nnnn2-c2ccccc2F)no1,-3.1,3.1,3.8,5.4,-3.0,1.0,4.8,2.8,3.6
COc1ccc(-c2nn(C)c(=O)c3ccccc23)cc1NS(C)(=O)=O,7.5,6.6,-3.0,-3.2,-2.9,0.7,1.5,0.1,7.5
COc1ccc(N(CC(=O)Nc2ccc(F)c(F)c2)S(=O)(=O)c2c(C)n[nH]c2C)cc1,-6.2,-0.7,3.5,0.7,-4.5,-2.7,2.7,-5.3,1.1
CCCCC(=O)NC(=S)Nc1cccc(Cl)c1N1CCCCC1,-5.2,-12.4,-0.2,8.3,-6.2,-4.2,0.5,-8.8,-3.3
CC1(C(=O)NC2CCCCC2)CCC(=O)N1Cc1cccs1 (stereo not given),3.7,5.6,-0.8,0.0,0.0,6.2,-4.2,1.1,9.6
CC(C)OC(=O)C1C(=O)CC(C)(O)C(C(=O)OC(C)C)C1c1cccc(O)c1 (stereo not given),4.9,1.9,-1.4,0.9,-7.1,-4.5,-2.2,2.9,2.7
CCOC(=O)c1c(C)n(C)c2ccc(OC(=O)c3ccc([N+](=O)[O-])cc3)cc12,7.9,-3.0,-6.7,3.0,-3.4,-2.6,-2.7,-1.7,1.3
CCOC(=O)Cn1cc(C#N)c2ccccc21,-2.7,4.5,2.9,3.6,-8.6,10.2,-7.1,1.3,4.0
CCOC(=O)c1cnc(SCC(=O)Nc2cc(C(F)(F)F)ccc2N2CCOCC2)nc1N,-7.6,4.3,-0.5,-3.2,-0.9,-4.2,-2.2,1.0,1.3
Cc1cccc(OCCCn2c(=O)sc3ccccc32)c1,-3.4,16.0,2.0,-3.6,1.1,-2.4,-0.2,-1.0,3.3
CC(=O)c1ccc(NC(=O)C2CCC(C)NC2=O)cc1 (stereo not given),-7.4,7.5,4.2,8.6,2.6,3.1,0.4,3.0,3.9
O=C(Nc1nccs1)c1ccc(N2C(=O)[C@@H]3[C@H](C2=O)[C@H]2C=C[C@@H]3C2)cc1,0.4,-3.7,-2.2,7.3,4.9,-0.3,-2.3,-5.7,1.9
COc1ccccc1NC(=O)c1[nH]c(C)c(C(C)=O)c1C,-0.9,-1.7,7.0,-1.4,9.8,-2.9,-0.8,-1.6,5.3
COc1ccc(NC(=O)N2CCCC(CCC(=O)N(C)CCc3ccccn3)C2)cc1 (stereo not given),11.0,-3.0,2.8,-0.1,-5.7,2.2,-4.7,0.5,1.8
Cc1ccn2cc(CCNC(=O)COc3ccccc3)nc2c1,15.4,1.9,6.1,11.5,1.8,-5.6,0.8,0.2,1.3
CC(SCc1ccccc1)C(=O)NC1CCCC1 (stereo not given),10.4,-10.9,-2.6,7.4,1.5,-9.5,6.9,-2.6,6.9
COc1cnc(-c2ccccn2)nc1Sc1c(Cl)cccc1Cl,-10.5,-1.5,8.8,-0.2,3.7,-2.8,0.6,0.4,3.4
COCCNC(=O)C(c1ccc(Cl)cc1)N(CCOC)C(=O)CCC(=O)Nc1ccccn1 (stereo not given),-4.3,9.9,0.9,5.6,-9.2,4.3,4.1,5.4,7.0
COc1cccc(C(=O)Nc2nnc(S(=O)(=O)N(C)Cc3ccc(F)cc3)s2)c1,-77.5,-8.5,0.7,10.5,3.8,-9.9,-5.3,-1.6,0.1

Some of the compounds tested, so the mix of outcomes need not match the whole.
